Source: PubChem BioAssay
NPC1 promoter act: NPC1 promoter activation | Huh7 NPC1 promoter luciferase reporter, 24 h | AID 485313 | Potency, µM (series often up to 9.22 µM), for inactives: top-dose activation, hits mostly activators | 2.4% of 320,000 active;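 further: % of control where 0% means no effect; nearly all actives have a fitted effect of over 60% in size; reporter is driven by a mutant NPC1 promoter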
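Stable NPC1-promoter luciferase Huh7 line; cpd (DMSO) 24 h, 37 °C, 5% CO2; Amplite luciferase reagent 10 min RT; luminescence readout. qHTS format.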
RORgamma inh: blocks mouse ROR gamma transcriptional activity. AID 2551. Drosophila S2 Gal4-RORgamma UAS-luciferase reporter, 20 h. Potency, µM (titrated, usually from 53.6 µM), for the others: at the top dose activity change, negative = inhibition, most hits filed as inhibitors. P51450. 5.4% of 310,000 active; further: on the % scale 0 is the no-effect control and ±100 the full control effect; nearly all actives have a fitted effect of over 60% in size
Target sequence (P51450 whole entry, looked up, the tested form may be a part): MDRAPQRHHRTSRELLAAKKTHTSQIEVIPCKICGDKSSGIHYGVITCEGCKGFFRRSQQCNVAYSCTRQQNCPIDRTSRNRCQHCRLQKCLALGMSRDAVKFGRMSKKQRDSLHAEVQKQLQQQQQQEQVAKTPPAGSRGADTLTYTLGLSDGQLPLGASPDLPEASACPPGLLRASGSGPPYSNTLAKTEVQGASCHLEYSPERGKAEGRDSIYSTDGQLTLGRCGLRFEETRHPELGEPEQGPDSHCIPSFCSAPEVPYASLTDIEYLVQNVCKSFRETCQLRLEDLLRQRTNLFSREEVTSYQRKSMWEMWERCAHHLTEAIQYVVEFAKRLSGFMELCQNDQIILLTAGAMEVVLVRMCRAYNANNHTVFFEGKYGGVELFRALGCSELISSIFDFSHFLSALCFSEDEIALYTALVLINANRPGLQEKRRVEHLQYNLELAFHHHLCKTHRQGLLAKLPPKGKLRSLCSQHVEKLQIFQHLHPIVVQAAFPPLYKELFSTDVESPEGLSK
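Compounds are pin-transferred onto Drosophila Schneider cells expressing a copper-inducible Gal4–ROR gamma transactivation domain fusion. After 1 hr, copper sulfate is added to 700 uM final; luciferase is read 20 hr later.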
BRCA1 expr act: BRCA1 expression activation. MCF7-BRCA1-FFLuc reporter, luminescence, 48 h; response scale: scaled: vehicle 0%, 10 µM genistein 100%. Potency, µM (doses to about 46.1 µM), without a hit: at the top dose activation, hits mostly activators. 1.1% of 380,000 active. AID 624202; further: nearly all actives have a fitted effect of over 80% in size; some results filed as inactive show a strong effect at the top dose
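Using MCF7 cells harboring a BRCA1 firefly luciferase reporter, plated 2 h before compound pinning, the screen measured luminescence after 48 h incubation. Responses were normalized to DMSO and 10 microM genistein, then fitted for concentration-effect.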
p53 reactivation: restores transcriptional activity of mutant p53; H1299 p53-A138V BP100-luciferase reporter, luminescence, 24 h; Potency, µM (highest dose often 92.2 µM), inactives show at the highest dose activity change, positive = activation, hits mostly activators; 0.063% of 320,000 active; AID 504706; further: % of control where 0% means no effect; nearly all actives have a fitted effect of over 45% in size
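p53-null H1299 cells stably carrying temperature-sensitive p53-A138V and a BP100-luciferase reporter were pinned with compounds (4-point, 1:5 series) and held 24 hrs at 37 deg C. Luminescence was read 10 min after detection reagent.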
FLuc counter: inhibits or activates purified firefly luciferase, miR-21 counter-screen | purified FLuc, Km substrates, luminescence inhibition | 6.9% of 360,000 active | Potency, µM (top dose mostly 57.5 µM), for the others: at the top dose activity change, negative = inhibition, most hits filed as inhibitors | AID 588342 | P08659;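 further: plate controls were vehicle for no effect and reference inhibitor for full effect; nearly all actives have a fitted effect of over 55% in size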
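Biochemical qHTS of compounds, final roughly 60 µM downward over six points, against 10 nM purified firefly luciferase using Km concentrations of substrates (10 uM D-luciferin, 10 uM ATP) in Tris acetate pH 7.5 buffer; luminescence output.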
Rab9 promoter act: Rab9 promoter activation | Huh7 Rab9 promoter-luciferase reporter, luminescence, 24 h | 2.8% of 320,000 active | AID 485297 | Potency, µM (doses to about 9.22 µM), without a hit: at the top dose activation, negative = inhibition, most hits filed as activators; further: % of control where 0% means no effect; nearly all actives have a fitted effect of over 60% in size
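Steps: seed 1500 Huh7 Rab9-luc cells per well, rest 2 h at 37 °C; add compound in DMSO; incubate 24 h; add luciferase reagent, 10 min ambient; read luminescence.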
uPA surface inh: blocks generation of uPA at the cell surface; Potency, µM (doses to about 38.3 µM), for inactives: top-dose activity change, negative = inhibition, actives largely listed as inhibitors; 0.31% of 330,000 active; cell surface uPA generation assay, qHTS; AID 540303; active means well fitted inhibition curve with a large enough effect; inconclusive means small, poorly fitted or top-dose-only effect; inactive means no such curve, though single readings can be large or run the other way; tested in mouse RAW 264.7 cells; further: on the % scale 0 is the no-effect control and ±100 the full control effect; nearly all actives have a fitted effect of over 55% in size
ELG1 genotoxic: inducers of genotoxicity in HEK293T ELG1-luciferase cells; HEK293T ELG1-luciferase reporter, luminescence, 16 h; Potency, µM (series often up to 46 µM), inactives show top-dose activity change, positive = activation, usual class: activators; 1.3% of 330,000 active; AID 504466; further: % of control where 0% means no effect; nearly all actives have a fitted effect of over 60% in size
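HEK293T cells expressing luciferase-tagged ELG1 were treated with compound or DMSO for 16 hr at 37°C. Luciferase activity was then read after 30 min with ONE-Glo at room temperature; rising signal flags genetic stress.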
MBNL1-CUG inh: blocks human MBNL1 binding to CUG repeat RNA. TR-FRET MBNL1-His/biotin-(CUG)12 binding, 665/545 ratio. Potency, µM (highest dose often 57.5 µM), inactives show top-dose activity change, negative = inhibition, usual class: inhibitors. 0.036% of 280,000 active; active means well fitted inhibition curve with a large enough effect in the signal ratio, with a control signal flat, not every such curve was filed as active; inconclusive means small, poorly fitted or top-dose-only effect, or effect the other way, or a change in a side signal; inactive means no such curve, though single readings can be large or run the other way; the % refers to the signal ratio; further: on the % scale 0 is the no-effect control and ±100 the full control effect
Target sequence (Q9NR56 whole entry, looked up): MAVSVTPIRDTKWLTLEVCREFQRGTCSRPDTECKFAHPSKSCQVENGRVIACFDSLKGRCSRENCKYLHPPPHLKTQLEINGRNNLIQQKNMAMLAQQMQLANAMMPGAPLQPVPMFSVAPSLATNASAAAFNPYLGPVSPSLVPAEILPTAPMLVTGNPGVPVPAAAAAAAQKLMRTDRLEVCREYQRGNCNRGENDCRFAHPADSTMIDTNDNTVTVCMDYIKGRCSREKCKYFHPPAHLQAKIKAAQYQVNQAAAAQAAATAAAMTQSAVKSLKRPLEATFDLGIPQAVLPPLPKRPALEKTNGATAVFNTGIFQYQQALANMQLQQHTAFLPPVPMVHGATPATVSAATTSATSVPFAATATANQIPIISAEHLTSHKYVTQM
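Inhibition of protein-RNA binding appears as loss of TR-FRET between terbium anti-His antibody on MBNL1-His and streptavidin-XL665 on biotin-(CUG)12. Activity is normalized to buffer-only and uninhibited-complex controls.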
Gal4-VP16 FLuc: inhibits Gal4-VP16 luciferase reporter, ROR gamma counter-screen. Potency, µM (highest dose often 53.6 µM), for the others: top-dose activity, negative = inhibition, hits mostly inhibitors. Drosophila S2 Gal4-VP16 UAS-luciferase, luminescence, 20 h. 3.5% of 310,000 active;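 further: Gal4-VP16 expression switched on by copper sulfate through the metallothionein promoter; on the % scale 0 is the no-effect control and ±100 the full control effect; nearly all actives have a fitted effect of over 50% in size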
CXXC DNA block: blocks binding of human MLL CXXC domain to DNA; 0.037% of 290,000 active; Q03164; MLL-CXXC / FITC-HOXA9 DNA fluorescence polarization; Potency, µM (titrated, usually from 115 µM), for the others: at the highest dose activity change, negative = inhibition, actives largely listed as inhibitors; active means well fitted inhibition curve with a large enough effect in the polarisation, with a control signal flat, not every such curve was filed as active; inconclusive means small, poorly fitted or top-dose-only effect, or effect the other way, or a change in a side signal; inactive means no such curve, though single readings can be large or run the other way; the % refers to the polarisation
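Purified MLL-CXXC (added from a 7 uM solution) was preincubated 5 min at ambient with pinned compounds in 50 mM Tris-HCl pH 7.5, 50 mM NaCl, 1 mM DTT, 0.05% BSA. Fluorescein-labeled HOX-A9 DNA (50 nM solution) followed, 30 min, then polarization read.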
* hit, by the source's call; ? = inconclusive; nt = not tested or not shown; & = joins results of further samples; [ ] = dose if it differs, or a comment. Unless noted, the call rests on the fitted dose curve; in most records, active means well fitted curve in the direction sought with a large enough effect; inconclusive means small, poorly fitted or top-dose-only effect, or another doubt; inactive means no such curve, though single readings can be large; an effect the other way counts as inactive or inconclusive. Potency means the concentration at half of the fitted maximal effect. A portion of the library; rates above refer to the full screens.

SMILES	NPC1 promoter act	RORgamma inh	BRCA1 expr act	p53 reactivation	FLuc counter	Rab9 promoter act	uPA surface inh	ELG1 genotoxic	MBNL1-CUG inh	Gal4-VP16 FLuc	CXXC DNA block
CCCCCOc1ccc(C(=O)CCC(=O)Nc2ccc(NC(C)=O)cc2)cc1	2.4%	-0.5%	12.3%	1.8%	-1.1%	6.9%	24.9%	1.7%	1.4%	2.1%	19.1%
Cn1c(=O)c(C(=O)COC(=O)c2cc(-c3ccco3)nc3ccccc23)c(N)n(CC2CC2)c1=O	-5.3%	?	nt	-6.0%	?	-5.4%	nt	-5.5%	?	7.2%&3.8%	0.0%
CCN(CC)N=Nc1cccc(NC(C)=O)c1	-1.1%	-14.6%	19.5%	0.7%	-4.2%	-0.9%	-10.4%	9.8%	10.0%	-4.0%	1.7%
CC1CCCCN1C(=O)/C=C/c1ccccc1[N+](=O)[O-] (stereo not given)	-1.0%	?	24.1%	1.1%	0.3%	-2.4%	4.1%	1.4%	?	-10.0%	?
C=CCNC(=O)COC(=O)/C=C/c1cccs1	1.2%	-14.6%	-8.6%	2.4%	1.0%	1.1%	-0.5%	-0.7%	?	8.1%	-3.4%
COc1ccc(CC(=O)Nc2ccc3c(c2)CCC3)cc1OC	-4.5%	25.5%	-24.9%	1.2%	-2.5%	-15.8%	-8.8%	13.9%	4.7%	?	-1.8%
O=C(O)CSc1cccc2cccnc12	4.4%&8.1%	?	1.5%&-2.4%	1.4%&1.1%	-6.8%&3.4%	-4.6%&-2.1%	-0.5%&3.7%	3.4%&0.6%	?	-19.6%&-0.3%	-9.2%&-8.8%
COc1ccc(C(=O)Nc2ccc3c(c2)nc(CCNC(=O)c2ccco2)n3C)cc1	4.4%	1.9%	?	5.5%	15.1µM*	29.7%	-1.9%	4.3%	-3.9%	-6.4%	7.3%
O=C(Cc1ccccc1)NCC(=O)N1CCCC1	1.9%	-2.9%	-13.9%	3.9%	-0.3%	-2.9%	-0.8%	1.8%	6.0%	-0.4%	-11.4%
COc1ccccc1OCC(=O)/C=C1/N(C)c2ccccc2C1(C)C	-1.2%	-36.7%	-37.5%	-5.1%	-13.1%	13.2%	3.4%	-7.8%	-2.3%	?	33.9%[activator]
Cc1cc2c(c(=O)n1CC1CCCO1)C(c1ccco1)C(C#N)=C(N)O2 (stereo not given)	6.7%	-1.9%	0.3%	0.4%	1.5%	-2.8%	-1.8%	-2.3%	12.4%	0.1%	-3.3%
Cc1nnnn1/C(=C\c1ccccc1)C(=O)OCC(=O)Nc1ccc(Cl)cc1F	-7.1%	nt	-59.3%	-19.7%	3.0%	-7.2%	?	15.5%	nt	nt	nt
COc1ccc(/C=C2\CCCC(C(=O)C(F)(F)F)=C2O)cc1	23.3%	12.8%	92.5%	17.9%	?	?	3.1%	?	0.4%	-0.6%	15.8%
CC(=O)Nc1ccc(S(=O)(=O)N2CCC(NC(=O)C(Cc3cccn3C)NC(C)=O)CC2)cc1 (stereo not given)	-1.2%	-34.2%	-27.1%	3.7%	0.2%	-3.9%	2.3%	2.7%	-2.5%	-9.6%	0.5%
Cc1nc2c(oc3ccccc32)c(=O)o1	-2.1%	20.0%	-43.8%	?	21.3µM*	1.5%	-3.1%	?	-9.5%	-9.8%	-0.6%
COc1ccc(Cc2nnc(N/N=C/c3ccc(O)cc3O)[nH]c2=O)cc1OC	-8.1%	22.4%	-78.9%	7.8%	?	-18.4%	-5.0%	13.2%	nt	-12.7%	0.4%
COc1ccc(N2CCN(C(=O)c3cccc(F)c3)CC2)c([N+](=O)[O-])c1	2.4%	-6.9%	0.0%	-4.0%	-3.5%	-3.3%	-0.5%	-8.2%	?	-22.2%	-3.3%
Cn1cc(/C=C/c2cc[n+](C)cc2)c2cc(Cl)ccc21	-41.8%[inhibitor]	37.5%	-65.4%	-2.6%	-2.5%	-40.7%[inhibitor]	-6.3%	-12.1%	?	-15.7%	?
Cc1cccc2cc3c(nc12)-c1ccccc1C3=O	1.0%	12.6%	-0.8%	?	15.1µM*	3.5%	-2.5%	?	18.6%	-7.4%	16.1%
CCc1ccc(-c2nc(CN3CCC(C(=O)NCc4ccco4)CC3)c(C)o2)cc1	12.9%	1.0%	25.6%	?	?	4.1%	nt	0.5%	-4.3%	-6.3%	-5.2%

Overlap with the part before: three compounds, followed by the next part.
SMILES	NPC1 promoter act	RORgamma inh	BRCA1 expr act	p53 reactivation	FLuc counter	Rab9 promoter act	uPA surface inh	ELG1 genotoxic	MBNL1-CUG inh	Gal4-VP16 FLuc	CXXC DNA block
Cn1cc(/C=C/c2cc[n+](C)cc2)c2cc(Cl)ccc21	-41.8%[inhibitor]	37.5%	-65.4%	-2.6%	-2.5%	-40.7%[inhibitor]	-6.3%	-12.1%	?	-15.7%	?
Cc1cccc2cc3c(nc12)-c1ccccc1C3=O	1.0%	12.6%	-0.8%	?	15.1µM*	3.5%	-2.5%	?	18.6%	-7.4%	16.1%
CCc1ccc(-c2nc(CN3CCC(C(=O)NCc4ccco4)CC3)c(C)o2)cc1	12.9%	1.0%	25.6%	?	?	4.1%	nt	0.5%	-4.3%	-6.3%	-5.2%
C/C(=C\c1ccccc1)C(=O)Nc1nccs1	2.51µM*	6.31µM*	3.16µM*	0.0%	9.53µM*	3.55µM*	-4.9%	?	4.5%	?	25.8%
O=C(COC(=O)c1ccccc1C(=O)N1CCN(c2ccc(F)cc2)CC1)NCc1ccccc1	-0.8%	26.7%	28.4%	-3.2%	0.1%	-6.9%	-3.2%	-9.3%	-0.5%	8.4%	6.1%
O=C(N/N=C1\C(=O)c2cccc3cccc1c23)c1ccc(O)cc1	0.1%	0.0708µM*	31.1%	21.3%	2.13µM*	20.9%	1.9%	3.2%	?	0.316µM*	?
Cc1ccc([C@@H]2C[C@H]3CN(Cc4cccc(Cl)c4)C(=O)[C@]34CCCN24)o1	-3.8%	2.0%	0.0%	-4.2%	1.0%	1.0%	0.0%	-3.3%	1.3%	27.0%	-0.6%
c1cncc(-c2nc(NCc3cccs3)c3ccccc3n2)c1	-5.6%	29.0%&-1.5%	-12.8%	1.6%	-7.0%	-2.3%	0.4%	-6.1%	0.6%	-11.3%&-1.6%	1.3%
COc1cccc(CNC(=O)Cc2ccc(-c3ccccc3)cc2)c1	-5.0%	-0.4%	-18.9%	4.9%	0.6%	-3.8%	-1.7%	-3.2%	0.3%	3.2%	5.5%
COc1ccc(C(CC(=O)NCc2ccccc2)C(C)C)cc1 (stereo not given)	-4.7%	22.2%	4.1%	0.0%	5.2%	0.0%	0.6%	-5.7%	nt	2.8%	-0.8%
C=CCNC(=S)N1CC2(C)CN(C(=S)NCC=C)CC(C)(C1)C2=O	0.2%	-42.5%	8.1%	-2.1%	-0.7%	1.7%	-9.6%	-0.7%	nt	-6.7%	-7.3%
Nn1c(SCc2nc3ccccc3[nH]2)nnc1C1CCCCC1	1.7%	-11.8%	-0.1%	-1.9%	0.1%	4.0%	-0.9%	-7.2%	-4.7%	1.1%	8.1%
CC(=O)Nc1ccc(C(=O)NNC(=O)c2cc([N+](=O)[O-])cc([N+](=O)[O-])c2)cc1	-4.4%	-8.8%	-23.3%	-1.2%	-2.9%	-9.5%	0.3%	3.7%	?	-0.4%	-5.1%
Cn1c(=O)c2c(nc(NCCCO)n2Cc2cccc(Br)c2)n(C)c1=O	-8.1%	21.5%[0.365 µM]	-1.0%	-13.9%	-0.4%	-9.0%	-6.0%	4.4%	-3.9%	nt	-4.1%
Cc1ccc(NC(=O)CN2C(=O)S/C(=C\C(=O)Nc3ccc(Cl)cc3)C2=O)cc1	-2.3%	11.3%	0.0%	-3.1%	10.3%	-7.0%	3.4%	-0.1%	nt	-4.4%	2.4%
N#CCC(=O)N/N=C\c1cccc(OC/C=C/c2ccccc2)c1	0.562µM*	?	-44.0%	-9.3%	13.5µM*	?	-0.2%	?	12.2%	-8.6%	-7.5%
Cc1cc(=O)[nH]c(SCCOc2ccc3c(c2)CCC3)n1	nt	-41.5%	?	nt	7.57µM*	nt	-7.2%	nt	-6.0%	-11.3%	7.2%
COc1ccc(C2SCC(=O)N2C)cc1 (stereo not given)	1.7%	-22.4%	3.7%	-1.0%	-1.4%	-9.3%	1.3%	-7.0%	-5.0%	-3.4%	56.3%[activator]
